ADAM10 inh: inhibits human ADAM10; inhibition, % at 7 µM; O14672; 0.62% of 370,000 active; AID 720582; recombinant ADAM10, EDANS/DABCYL FRET peptide cleavage, 3 h;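 active = inhibition above a per-campaign cutoff equal to the mean of compounds falling between control-based bounds plus 3 SD, cut at about 20% in these data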;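 note: 0% = DMSO wells while the 100% control is not disclosed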
GC-B act: GC-B (human) receptor activation | 0.11% of 370,000 active | P20594 | AID 1920062 | HEK293-GC-B cells, CNP EC30, cGMP TR-FRET; 0% at EC30 CNP, 100% saturating CNP | activation, % at 10 µM;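 active = activation at 10 µM reaching about 35% in either raw or pattern-adjusted values, limit read from the data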
Target sequence (P20594 whole entry, looked up): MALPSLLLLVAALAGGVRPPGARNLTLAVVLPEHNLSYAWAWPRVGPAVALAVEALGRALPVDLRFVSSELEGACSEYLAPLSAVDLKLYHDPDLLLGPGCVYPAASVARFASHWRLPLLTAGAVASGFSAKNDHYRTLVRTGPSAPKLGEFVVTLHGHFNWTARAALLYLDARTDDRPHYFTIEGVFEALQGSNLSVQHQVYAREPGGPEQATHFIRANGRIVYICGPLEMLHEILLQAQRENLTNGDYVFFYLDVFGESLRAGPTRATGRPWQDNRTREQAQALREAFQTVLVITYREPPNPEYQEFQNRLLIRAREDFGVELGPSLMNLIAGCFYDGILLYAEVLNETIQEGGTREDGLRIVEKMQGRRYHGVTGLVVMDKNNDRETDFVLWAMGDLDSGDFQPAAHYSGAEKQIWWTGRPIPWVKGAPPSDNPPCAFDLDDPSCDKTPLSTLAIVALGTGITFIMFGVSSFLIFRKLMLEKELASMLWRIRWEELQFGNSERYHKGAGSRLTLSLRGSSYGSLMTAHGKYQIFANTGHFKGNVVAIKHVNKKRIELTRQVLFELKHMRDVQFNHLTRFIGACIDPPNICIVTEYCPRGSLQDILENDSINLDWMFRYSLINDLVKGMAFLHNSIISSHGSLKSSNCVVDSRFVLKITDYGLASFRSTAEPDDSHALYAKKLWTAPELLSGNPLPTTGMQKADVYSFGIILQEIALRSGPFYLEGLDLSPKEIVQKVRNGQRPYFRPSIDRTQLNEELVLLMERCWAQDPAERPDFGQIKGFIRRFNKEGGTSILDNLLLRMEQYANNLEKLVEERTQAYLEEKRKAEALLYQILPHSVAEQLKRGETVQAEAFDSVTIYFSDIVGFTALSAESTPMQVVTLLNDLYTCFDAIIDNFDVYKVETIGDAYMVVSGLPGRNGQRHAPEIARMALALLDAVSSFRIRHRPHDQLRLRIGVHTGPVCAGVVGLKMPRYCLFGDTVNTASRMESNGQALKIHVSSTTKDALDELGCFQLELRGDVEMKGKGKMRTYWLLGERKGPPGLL
Tn6 DDE FP: disrupts Tn6 cyclic peptide binding to fibrin D-Dimer-E complex; inhibition, % at 8.3 µM; Fibrin DD(E) TRITC-Tn6 fluorescence polarization displacement; 0.21% of 370,000 active; P02675;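 active = inhibition above a per-campaign cutoff: mean of compounds within control limits plus 3 SD, cut at about 15% in these data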;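 note: 0% = median of all compound wells on the plate and 100% = blocking peptide control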
sPLA2-III inh: Inhibits HGIII-sPLA2 liposome hydrolysis, primary screen. QFRET BODIPY PC-A2 liposome hydrolysis, fluorescence. inhibition, % at 12.2 µM. 0.56% of 370,000 active. Q9NZ20. AID 743126;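 active = inhibition above mean plus 3 SD of compounds lying within the high and low control bounds, cut at about 19% in these data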;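 note: 0% = median of test compound wells and 100% = no enzyme DMSO wells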
GAA850 FXN act: increases GAA850 frataxin promoter reporter activity; 0.56% of 360,000 active; HEK293 lucGAA850 FXN promoter luciferase reporter, 24 h; percent of 10 µM SAHA response; activation, % at 6 µM;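 active = activation above the average of all compounds screened plus 3 SD, cutoff fixed separately per campaign, cut at about 7.5% in these data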;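 note: 0% = DMSO wells and 100% = 10 µM SAHA wells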
proKLK7 act: activators of human kallikrein-7 zymogen | P49862 | purified proKLK7, EDANS-DABCYL substrate fluorescence; 100% is mature enzyme control, 0% vehicle | activation, % at 7 µM | 0.9% of 370,000 active | AID 652039;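 active = activation above the mean of all tested compounds plus 3 SD, computed per campaign excluding outliers beyond control limits, cut at about 13% in these data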
ARFGAP1 inh: rat ARFGAP1 inhibition; AID 651572; inhibition, % at 16.5 µM; 0.26% of 360,000 active; Arfgap1-stimulated ARF1 GTP hydrolysis, GDP FP detection;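 active = inhibition above a per-plate limit, mean inhibition of low control wells plus 3 SD, cut at about 25% in these data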;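 note: 0% = DMSO wells with enzyme and 100% = wells lacking Arfgap1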
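Repeats: one replicate per compound; assay system: rat Arfgap1 catalytic domain, aa 1-136; times: enzyme reaction 120 min at 25 °C after 20 min preincubation; detection: FP of antibody-bound GDP Alexa 633 tracer, ex 620/em 688 nm; benchmarks: high control wells lacking Arfgap1, low control full reaction with DMSO; reagent: human ARF1(Δ1-17)-GTP substrate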
GC-A act: GC-A (human) enzyme activation; P16066; activation, % at 10 µM; HEK293 GC-A cells, cGMP TR-FRET, EC30 ANP; 0% at EC30 ANP, 100% saturating ANP; 0.14% of 370,000 active; in the data active = activation above about 40%
rCAG binder: r(CAG) repeat RNA binding; TO-PRO-1 dye displacement fluorescence; AID 651821; 1.3% of 370,000 active; inhibition, % at 3 µM;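 active = inhibition above the plate cutoff, the mean of all test compounds on that plate plus 3 SD, cut at about 35% in these data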;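 note: 0% = DMSO alone and 100% = 100 µM mitoxantrone as full dye displacement; higher means more dye released from RNA so lower well fluorescence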
ASAP1 GAP inh: ASAP1 ArfGAP inhibition. Q9ULH1. ASAP1-stimulated ARF1 GTP hydrolysis, GDP FP detection. inhibition, % at 16.5 µM. 0.19% of 360,000 active. AID 624377; in the data active = inhibition above about 25%;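 note: 0% = vehicle with enzyme and substrate and 100% = no enzyme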
Active calls of the source: *; . = not tested or not shown.

molecule,ADAM10 inh,GC-A act,GC-B act,proKLK7 act,rCAG binder,sPLA2-III inh,ASAP1 GAP inh,ARFGAP1 inh,Tn6 DDE FP,GAA850 FXN act
CC(=O)NS(=O)(=O)c1ccc(NC(=O)CC(C)c2ccccc2)cc1 (configuration not stated),-6,4,-4,-0.2,2,2,-11,4,-11,2.5
Cc1nc2nc(-c3cccnc3)[nH]n2c(=O)c1Cc1ccccc1,-3,0,-2,-0.6,3,4,-1,2,-3,0.9
CN(C)c1ccc(C(CNS(=O)(=O)c2ccc([N+](=O)[O-])cc2)N2CCCC2)cc1 (configuration not stated),-9,-1,1,-0.5,-4,13,-8,4,6,0.7
CS(=O)(=O)N1CCN(Cc2ccc(C(F)(F)F)cc2)CC1,-3,1,5,0.3,-6,0,-5,-5,7,-2.6
O=c1ccnc(S/C=C/c2ccccc2)[nH]1,0,-1,0,0.5,-1,-1,-3,6,6,-0.1
COCCCNC(=O)C1CCCN(S(=O)(=O)c2cccc3nsnc23)C1 (configuration not stated),6,3,2,0.3,1,6,-6,3,-5,1.5
COc1ccc(NC(=O)c2cc([N+](=O)[O-])ccc2N2CCCCC2)cc1OC,-6,-1,5,0.1,3,10,-5,-2,-4,-0.7
CCOC(=O)C1CCCN(C(=O)c2cn(CC)c3ccc(S(=O)(=O)N4CCCC4)cc3c2=O)C1 (configuration not stated),-1,1,5,0.2,-7,-1,-3,-3,-1,1.0
Cc1[nH]n(-c2ccccc2)c(=O)c1C(=O)c1ccc([N+](=O)[O-])cc1,-5,-2,5,-0.4,-1,5,6,2,4,-0.3
COc1ccc(NC(=O)CC2C(=O)N(CCc3ccccc3)C(=S)N2Cc2cccnc2)cc1 (configuration not stated),22*,0,-1,0.3,3,-17,6,4,1,-0.2
O=C(COC(=O)c1cnc(Cl)c(Cl)c1)NCc1ccco1,-7,1,3,-0.4,4,0,-5,1,-6,-0.2
Fc1ccc(/C=N/Nc2ccccn2)cc1,2,0,1,0.7,0,-7,3,4,3,6.1
O=[N+]([O-])c1nn(-c2ccccc2)n(O)c1=NCc1ccc2c(c1)OCO2,7,2,-7,-0.4,4,-3,-2,15,-5,3.1
O=C(COc1ccccc1Cl)Nc1nc(-c2ccncc2)cs1,-5,4,-3,0.3,7,-9,-6,0,-2,-1.7
CCOc1ccc(OCCOCCOc2c(Cl)cccc2Cl)cc1,2,3,-4,-0.4,-8,1,-7,5,3,0.3
O=C(CCc1nc2ccccc2c(=O)[nH]1)NCc1ccccn1,-9,-3,0,-0.4,0,3,2,2,4,3.3
CC(Oc1ccc(Cl)cc1)C(=O)NCC1CCCO1 (configuration not stated),-2,5,1,-0.2,0,8,1,7,0,2.6
CCCCN(CC(=O)NC(C)(C)C)C(=O)C(=O)Nc1ccc2c(c1)OCCO2,2,2,5,0.2,-7,2,4,16,7,0.4
CC(C)(C)OC(=O)NCc1ccc(CNC(=O)c2nc[nH]c2C(=O)NCc2ccc(CNC(=O)OC(C)(C)C)cc2)cc1,11,0,6,-0.1,3,-8,13,9,-1,1.4
FCCCOc1ccc(/C=N/OCc2ccc(Cl)cc2Cl)cc1,6,2,-11,-1.1,3,11,1,7,-7,1.4
Cc1cc(C)cc(C(=O)Nc2c3c(nn2C(C)(C)C)CS(=O)(=O)C3)c1,-1,2,8,-0.3,-4,2,-1,1,6,-0.1
COC1=C[C@H](C(=O)NCc2ccc(Cl)cc2)C(C)C(c2ccccc2)CC1=O (some centres not stated),6,-1,-6,0.7,8,-17,.,.,1,.
CCc1ccc(NC(=O)CSc2nnc(Cc3cccn3C)n2-c2ccc(F)cc2)cc1,-2,-5,0,0.6,5,-31,6,1,-3,0.7
c1ccc(-c2csc(NC3=NCCCCC3)n2)cc1,0,3,2,0.7,-1,2,10,7,10,2.7
Cc1ccc(NC(=O)Cn2nc(C(=O)O)c3ccccc3c2=O)cc1S(=O)(=O)N1CCCCCC1,2,2,3,-0.3,7,-3,1,-4,1,-1.4
CC1CCCN(S(=O)(=O)c2ccc3c(c2)c(=O)nc2ccc(Cl)cn23)C1 (configuration not stated),-403,1,-6,-21,32,-15,-3,12,-8,1.4
Cc1nc(N2CCN(c3ccccn3)CC2)c2c(C)c(C(=O)N3CCN(c4ccccc4F)CC3)sc2n1,7,-1,1,0.2,0,2,13,4,-3,-1.3
CCCn1cc(S(=O)(=O)c2ccc(C)cc2)c(=O)c2cc(OC)ccc21,-30,-1,-2,0.3,-1,-2,-18,6,-6,-1.2
Cc1ccc(NC(=O)c2nc[nH]c2C(=O)N2CCOCC2)c(C(=O)c2ccccc2)c1,5,-3,-4,0.0,-2,-11,0,1,-14,1.3
Cc1ccccc1S(=O)(=O)N1C(c2ccc(Cl)c(Cl)c2)CC=C(C(=O)O)C1c1cccc(Br)c1 (configuration not stated),20*,-3,0,1.0,86*,-12,-13,-23,-5,.
CCOC(=O)N1CCN(C(=O)CSCC(=O)Nc2nc(-c3ccccc3)cs2)CC1,-1,13,-4,0.2,0,-4,5,5,3,0.2
Cc1csc(SCc2c(C(=O)O)oc3ccccc23)n1,3,1,0,-0.1,6,-4,-1,0,1,-1.3
CCN(CC)C(=O)c1ccc2c(=O)n(CCOC)c(=S)[nH]c2c1,-6,0,-2,-0.1,-6,7,-4,6,1,-3.1
CC(C)N1C[C@@]23C=C[C@@H](O2)C(C(=O)OCc2ccccc2)[C@H]3C1=O (some centres not stated),5,0,0,0.8,2,3,-9,-18,0,2.9
CCOC(=O)c1ccccc1NC(=O)c1ccccc1SC,12,2,-3,-0.1,1,-8,-10,2,7,1.8
CN(C)c1nc(SCCOC(=O)COc2ccc(Cl)cc2Cl)nc(N(C)C)n1,14,-3,3,-0.1,0,-1,24,2,-4,-1.1
FC(F)Sc1ccc(NC(=S)NC(c2ccccc2)c2ccccc2)cc1,14,0,8,-0.6,17,-20,5,8,-7,-2.2
CN(C)c1nnnn1-c1ccc(OC(F)(F)F)cc1,0,-1,-1,-0.3,1,5,-14,3,-2,-0.6
COc1cc(OC)cc(-c2noc(-c3csc([C@@H]4O[C@H](CO)[C@H](O)[C@H](O)[C@H]4O)n3)n2)c1,-1,-1,1,-0.6,2,-2,-10,-13,3,1.5
Cc1cc(C)n(-c2ccc(C(=O)NCc3ccc(F)cc3)cc2)n1,5,3,-1,0.5,-6,0,1,5,-4,0.6

A different layout for 2 compounds above.
> FC(F)Sc1ccc(NC(=S)NC(c2ccccc2)c2ccccc2)cc1
- ADAM10 inh: 14
- GC-A act: 0
- GC-B act: 8
- proKLK7 act: -0.6
- rCAG binder: 17
- sPLA2-III inh: -20
- ASAP1 GAP inh: 5
- ARFGAP1 inh: 8
- Tn6 DDE FP: -7
- GAA850 FXN act: -2.2

> CCc1ccc(NC(=O)CSc2nnc(Cc3cccn3C)n2-c2ccc(F)cc2)cc1
- ADAM10 inh: -2
- GC-A act: -5
- GC-B act: 0
- proKLK7 act: 0.6
- rCAG binder: 5
- sPLA2-III inh: -31
- ASAP1 GAP inh: 6
- ARFGAP1 inh: 1
- Tn6 DDE FP: -3
- GAA850 FXN act: 0.7

Continued:
molecule,ADAM10 inh,GC-A act,GC-B act,proKLK7 act,rCAG binder,sPLA2-III inh,ASAP1 GAP inh,ARFGAP1 inh,Tn6 DDE FP,GAA850 FXN act
COc1cc(N=Nc2ccc(C(=O)N(C)C)cc2)c(C)cc1N,-5,-1,-5,0.5,5,7,11,-2,-5,0.8
CC(=O)Nc1ccc(NC(=O)C2CC(=O)N(C(C)C)C2)cc1 (configuration not stated),4,0,4,-0.2,1,-4,-6,7,0,0.7
COCC1CCN(C(=O)c2ccc3oc(Cc4ccc(Cl)cc4)nc3c2)C1 (configuration not stated),-4,4,0,-0.1,-5,-20,-5,10,-2,0.8
COCCCNC(=O)C(Cc1ccccc1)NS(=O)(=O)c1ccc2c(c1)c(=O)n(C)c(=O)n2C (configuration not stated),-3,4,5,-0.2,1,1,19,-1,9,0.7
CCn1c(SCC(=O)N2CCCCC2)nc2c(c1=O)SCC2,5,2,-2,0.6,0,-1,-5,9,-2,0.1
CC(C)(C)S(=O)N1Cc2cc(C(=O)N3CCc4ccccc4C3)nc(-c3cccc(-c4cccnc4)c3)c2[C@@H]1CCO (some centres not stated),-17,-15,-10,-0.5,13,-6,0,-3,-8,.
O=C1CC(c2ccccc2)SC(N(c2ccccc2)c2ccccc2)=N1 (configuration not stated),2,-31,-15,0.1,-9,0,-13,-9,-3,0.8
COc1cc2c(cc1OC)[C@@H](NC(=O)CCc1ccccc1)[C@H](O)C2,-11,-1,0,-0.4,-1,8,-3,1,5,-1.8
COc1ccc(/C=N/NC(=O)c2ccc(N(C)S(=O)(=O)c3ccccc3)cc2)cc1,10,-9,0,0.6,4,-5,3,11,-1,-2.4
CCC(=O)N1c2ccccc2NC2=C(C(=O)CCC2)C1c1ccc(N(C)C)cc1 (configuration not stated),3,-6,-1,1.2,-2,-2,-7,-1,-3,2.2
O=C(N[C@H](C(=O)N1CCC[C@H]1C(=O)NCCc1ccccc1Cl)c1ccccc1)c1cccs1,1,-7,-11,0.8,0,-6,-7,11,8,.
C=CCn1c(SCn2nnc3ccccc3c2=O)nnc1-c1ccc(Br)cc1,8,-2,4,0.7,-4,0,-5,-1,2,0.3
Cc1nc2scc(-c3ccc(C(C)(C)C)cc3)c2c(=O)n1N,6,-6,1,0.1,-2,-10,3,-6,0,-1.7
COc1ccc(/C=C2\C(=O)c3ccccc3OC2c2ccccc2)cc1 (configuration not stated),2,-6,-9,-1.3,2,-5,-15,-12,2,-2.1
Cc1ccccc1Nc1ncnc2c1cnn2Cc1ccccc1,5,-3,9,0.2,-9,-2,-13,0,5,0.2

Source: PubChem BioAssay (several laboratories)
